# HSP90 refold inh: HSP90 inhibitors, primary screen, cell lysate, luminescence | Rabbit reticulocyte lysate, luciferase refolding luminescence, 3 h | 290,000 tested, 0.91% active | AID 1789, 2009 | inhibition, % at 5.6 µM;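 active means inhibition above the screen-wide mean plus 3 SD, computed separately per campaign, cut at about 16% in these data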;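 further: 0% = DMSO wells and 100% = 60 µM geldanamycin wells; inhibitors lower the luminescence because luciferase stays unfolded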
# HSF1 inh: HSF1 inhibitors in luciferase reporter cells, primary screen, cell-based, NIH3T3, luminescence | NIH3T3-HGL HSE-luciferase, MG132-induced, luminescence 8 h; stronger effect = lower value | activity change, negative = inhibition, % at 7.5 µM (by protocol) | 300,000 tested, 0.77% active | AID 2098, 2009;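 active means more than half of replicate wells show activity change below -50%, luminescence cut by over half; inconclusive means some wells, but at most half, below -50%; inactive means no replicate well below -50%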;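 further: luciferase reports HSF-1 transcriptional activity via heat shock element; 0% = median of DMSO wells and -100% = zero luminescence signal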
# HIF activator: HIF pathway transcriptional activators, primary screen, cell-based, U2OS HRE-luciferase, luminescence | U2OS HRE-luciferase reporter; normalized: DMSO 0%, desferrioxamine 100% | activation, % at 7.5 µM (by protocol) | 300,000 tested, 0.32% active | AID 1910, 2009;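 active means mean activation of at least 10% of the iron chelator positive control signal, with at least half of replicates also reaching 10%; inconclusive means mean and replicate majority disagree about reaching 10%; inactive means mean and most replicates under 10%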
# HSF1 activator: HSF-1 activators, primary screen, NIH3T3-HGL cells, MG132 stress, luminescence, single point. NIH3T3-HGL HSF-1 luciferase reporter, 8 h; 100% = twice DMSO control signal. activation, % at 9 µM. 300,000 tested, 1.7% active;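 active means mean replicate activation of at least 50% with a set share of replicates each reaching 50%; inconclusive means only one of those two conditions met; inactive means mean below 50% and too few replicates reaching it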;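 further: 0% = median of the neutral control wells and 100% = twice that signal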
# aSyn UTR inh: MLPCN primary screen, SNCA 5' untranslated region. AID 1813, 2009. 300,000 tested, 0.82% active. alpha-synuclein 5'UTR reporter, inhibitor activity. inhibition, % (tested at 7.5 µM); in the data active means inhibition above about 60%; inconclusive means no clear call, values can overlap the other calls;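 further: H4 neuroglioblastoma cells stably carrying SNCA 5'UTR luciferase fusion; 0% = DMSO wells and 100% = positive control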
# AI-2 QS mod: Vibrio harveyi AI-2 quorum sensing modulators, primary screen, JMH597 strain, luminescence/OD600 ratio; Vibrio harveyi JMH597 AI-2 luminescence/OD600 ratio, 9 h; stronger effect = lower value; strain lacks LuxN and CqsS sensors; 0 = neutral-control median; activity change, % at 7.5 µM; 300,000 tested, 0.4% active; AID 2094, 2009; in the data active means activity change below about -75%, passing the limit was not always enough; inconclusive means no clear call, values can overlap the other calls;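 further: luminescence divided by OD600 gain over 9 h not by final OD600 alone; inactives centre near 13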
# SKKanGAS inh: S. pyogenes SKKanGAS growth inhibitors in kanamycin, primary screen, streptokinase expression inhibitor project, SKKanGAS strain, BacTiter-Glo luminescence | 6 h | inhibition, % at 7.5 µM | 300,000 tested, 1.3% active | AID 1662, 2009;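 active means mean replicate score, as percent of positive control median, at least 50; inconclusive means mean below 50 but one replicate at or above 50; inactive means mean and every replicate below 50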;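 further: strain carries kanamycin resistance gene driven by streptokinase promoter and grows in 40 µg/ml kanamycin; loss of luminescence reflects streptokinase promoter inhibition or plain growth inhibition; 0% = median of DMSO wells and 100% = positive control at its reference dose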
# KLF5 inhibitor: KLF5 expression inhibitors, primary screen, DLD-1 cells, luminescence. 290,000 tested, 0.23% active. DLD-1 KLF5 promoter-luciferase reporter. AID 1700, 2009. inhibition, % at 5 µM;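 active means inhibition above a per-plate limit of that plate's mean compound inhibition plus 3 SD, cut at about 60% in these data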;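 further: 0% = DMSO wells and 100% = LY294002 at 200 µM; higher means less KLF5 promoter-driven luciferase light; inactives centre near -14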
# Platelet DG rel: inhibitors of platelet dense granule secretion, primary screen, cell-based, MLPCN, human platelets; AID 1663, 2009; inhibition, %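 (compounds screened at 7.5 µM in platelet-rich plasma)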; human platelet-rich plasma, SFLLRN dense granule ATP release, luminescence; 300,000 tested, 0.22% active;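 active means mean replicate score, as percent of positive control, at or above 50; inconclusive means mean below 50 but at least one replicate at or above 50; inactive means mean and every replicate below 50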
# IEC-6 cytotox: cytotoxicity in IEC-6 intestinal epithelial cells, primary screen, cytotoxicity control for KLF5 inhibitor project, cell-based, luminescence; IEC-6 cytotoxicity, luminescence viability; inhibition, % at 5 µM; 290,000 tested, 0.78% active; in the data active means inhibition above about 22%;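 further: 0% = plate median of test compound wells and 100% = cytotoxic reference compound wells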
# An asterisk follows results filed as active; ? = inconclusive; nt = not tested or not shown. Hits appear at their usual frequency; 6% or so of the library scored in one or more.
SMILES,HSP90 refold inh,HSF1 inh,HIF activator,HSF1 activator,aSyn UTR inh,AI-2 QS mod,SKKanGAS inh,KLF5 inhibitor,Platelet DG rel,IEC-6 cytotox
CCOC(=O)c1c(C)[nH]c(C(=O)N2CCC(C(=O)OCC)CC2)c1C,-2,2,-0.6,22,0,19,-1,-14,7,-3
COc1ccc(C(=O)N/N=C(\C)CC(=O)Nc2ccc(Cl)cn2)cc1,0,14,1.1,23,16,25,-3,7,27,10
O=C(O)CNc1ncccc1[N+](=O)[O-],0,-8,-0.2,-10,14,5,-5,-13,-2,-1
Cc1ccc(-c2nsc(SCC(=O)NCC3CCCO3)n2)cc1 (configuration not stated),0,7,1.6,2,-46,-14,-4,-25,2,-6
Cc1[nH]nc(S(=O)CC(=O)O)c1[N+](=O)[O-] (configuration not stated),2,-6,-0.2,-13,8,26,-8,-16,2,4
Cc1ccc(C(=O)NCC(C)NC(=O)c2ccc(C)c(C)c2)cc1C (configuration not stated),nt,4,0.2,20,13,-4,-22,nt,-4,nt
COc1ccc(-c2n[nH]c(=S)n2C2CCCCC2)cc1,0,-4,0.0,-2,3,-5,-5,3,-2,-3
CC(=O)c1cccc(NC(=O)CN(C)S(=O)(=O)c2ccc3c(c2)CCC(=O)N3)c1,-2,0,-0.1,-11,2,14,1,-7,5,-3
COc1ccc(C(=O)CCc2nc3ccccc3s2)cc1,-3,0,1.5,10,-56,-70,-12,-15,-11,-4
COc1ccc(N2C(=O)CC(Nc3ccc(N4CCOCC4)cc3)C2=O)c(OC)c1 (configuration not stated),2,0,0.6,-12,7,28,0,-53,-11,-1
COc1ccc(Cn2cc(C(=O)c3ccccc3)c(=O)c3cc(OC)ccc32)cc1,-3,-17,1.4,-28,-8,9,10,7,-3,0
Cc1ccccc1N(CC(=O)NCCc1ccccc1)C(=O)c1ccc(N2CCCC2)nc1,0,7,0.5,6,18,9,-5,-11,2,-2
CCN1CCN(c2ccc(NC(=O)c3ccco3)cc2Cl)CC1,-7,8,4.7,12,-112,19,1,-66,1,-2
Cc1ccc(-c2cn(S(=O)(=O)c3cccc([N+](=O)[O-])c3)nc2N)cc1,0,17,-0.2,9,13,1,-2,-8,2,-3
COC(=O)c1ccc(NC(=O)C(=O)N2CCCC2)cc1,16*,6,6.0,25,-148,-11,-3,-167,9,-3
Cc1nc(SCc2ccc(O)c([N+](=O)[O-])c2)n[nH]1,-3,1,-0.1,8,26,4,-13,10,-9,5
C/C(=N\NC(=O)c1nnn(-c2nonc2N)c1CN(C)c1ccccc1)c1cccs1,-3,0,-0.2,-20,-6,34,-3,-15,-3,-5
CCOC(=O)c1ccc(NC(=O)c2cc(C)nn2-c2ccccc2)cc1,-3,11,-0.3,10,-26,9,3,-18,7,-5
COc1ccccc1-n1cnnc1SCC(=O)Nc1cc(C(C)(C)C)nn1-c1ccccc1,-2,-4,0.4,9,-7,5,-1,-26,-3,-3
O=C(CN(Cc1ccccc1)C(=O)c1ccc2c(c1)OCCO2)NCc1ccc2c(c1)OCO2,4,-6,-0.1,-6,12,-2,-1,17,25,-1
CCN(C(=O)COC(=O)c1ccc(OC)c(S(=O)(=O)N2CCCc3ccccc32)c1)C1CCS(=O)(=O)C1 (configuration not stated),-3,2,-0.2,18,10,12,15,-22,9,-6
CCCC[C@H]1COCCS(=O)(=O)N1Cc1cccc([N+](=O)[O-])c1,-4,-5,-0.3,-8,-3,4,5,-31,2,-1
CC(C)C(C(=O)Nc1ccc(S(=O)(=O)N2CCOCC2)cc1)N1C(=O)c2ccccc2C1=O (configuration not stated),6,-1,-0.1,3,-13,3,-10,-14,-1,4
COc1cc(NC(=O)c2cccnc2)c(OC)cc1NC(=O)c1ccc(Br)cc1,-1,-4,0.5,0,16,16,4,-10,-9,1
Cc1nc(SCC2(C)CC2(Cl)Cl)n[nH]1 (configuration not stated),-6,7,0.3,-2,-15,11,-1,-29,-1,-7
O=S(=O)(c1ccc2nc(Cc3cccc(C(F)(F)F)c3)[nH]c2c1)N1CCOCC1,3,-11,-0.7,0,6,-59,-2,3,0,8
O=C(Nc1ccc(Cc2ccncc2)cc1)c1cccc([N+](=O)[O-])c1,-1,0,-0.1,11,-16,2,-5,8,3,4
Cc1oc(-c2ccccc2)nc1CS(=O)CC(=O)N1CCc2ccccc2C1 (configuration not stated),-1,10,0.0,13,-4,14,-18,-15,4,0
O=c1c2c(nc3c(-c4ccccc4)c[nH]n13)CCCC2,0,-6,-0.1,-6,-14,25,4,10,-5,-4
CCN(c1ccccc1)S(=O)(=O)c1ccc(C(=O)Nc2ncccc2C)cc1,nt,-9,-0.2,-14,-2,9,1,nt,8,nt
Cc1ccc(S(=O)(=O)N(C)C)cc1NC(=O)c1ccc(OC(F)(F)F)cc1,1,8,0.4,0,8,24,-3,-18,-8,1
O=C(CSc1nc(=O)n2ccccc2n1)Nc1ccc2c(c1)OCO2,nt,-6,-0.1,-6,-7,18,-9,nt,12,nt
O=C(COC(=O)c1ccc(O)cc1)NCCCc1ccccc1,8,-9,-0.3,8,13,22,-2,11,1,1
Cc1ccc(NC(=O)c2cnccn2)c(C)c1,-2,1,1.8,25,-58,10,2,-64,2,-3
CC(C)Oc1ccc(C(=O)NCCNC(=O)c2ccco2)cc1,-3,-1,1.2,16,-3,18,1,-10,-6,4
Cc1cc(C)c2c(N)c(C(=O)NN3CC(=O)N(c4cccc(Cl)c4)CC3=O)sc2n1,-5,-5,-0.3,11,0,15,7,-5,-21,2
CCOc1cc(/C=N\NC(=O)c2ccc(NC(=O)C(C)(C)C)cc2)ccc1OC(=O)c1cccc(C)c1,-4,-10,0.7,-9,-2,11,25,-29,5,2
CCN(CC)S(=O)(=O)c1ccc(NCc2ccccn2)nc1,-2,-1,-6.0,5,11,18,-3,-39,0,-9
COc1ccc(NC(=O)NCC(C)CSc2ccc(C)cc2)c(OC)c1 (configuration not stated),-4,-12,-13,-3,6,1,-2,-50,-2,-19
COc1ccc(OC)c(CNC(=O)C2CCCN(c3nc4ccccc4o3)C2)c1 (configuration not stated),-2,-2,-0.1,-3,-14,18,-3,-30,1,-3
COCC(C)N1CCC(Oc2ccc(C(=O)NCc3ccccn3)cc2)CC1 (configuration not stated),-5,-2,-0.5,2,-4,27,-2,-17,-9,6
O=C(O)c1ccc(Cl)c(S(=O)(=O)N(Cc2ccccc2)c2ccc(Cl)cc2)c1,1,2,0.6,-17,6,1,19,-13,7,-1
Cn1cccc1/C=N/n1c(-c2ccccc2)n[nH]c1=S,4,-2,-0.4,11,15,6,-1,-16,5,6
CN1CCc2c(sc(NC(=O)C3CCN(S(=O)(=O)c4cccs4)CC3)c2C(N)=O)C1,nt,-2,-0.2,-5,-24,16,-3,nt,1,nt
O=C(CN(CC1CCCO1)C(=O)CNS(=O)(=O)c1ccc(Cl)cc1)NC1CCCCC1 (configuration not stated),1,-4,-0.6,-6,-8,14,1,-18,-16,4
O=C(CSc1cn(CCNC(=O)c2ccccc2)c2ccccc12)NCc1ccco1,28*,2,0.9,9,-27,18,5,-11,17,-4
Cc1cc(C)nc(SCC(=O)NCc2ccco2)n1,-2,nt,nt,nt,nt,5,nt,-45,nt,-2
Cc1ccc(-c2c(C(=O)NNC(=S)NCC3CCCO3)csc2C)cc1 (configuration not stated),0,-1,-0.8,6,8,29,-10,-15,0,0
CCc1ccc(N=c2c([N+](=O)[O-])nn(-c3ccccc3)n2O)cc1,5,4,0.3,1,-88,4,9,-17,-11,4
O=C(NCCCN1CCCC1=O)c1ccccc1NS(=O)(=O)c1ccc(Br)cc1,2,-10,0.3,-9,-14,0,-4,-25,1,1
CNC(=O)CSc1nnc(C(C)C)n1C,-2,-8,-1.0,-5,-9,3,-9,-18,-4,1
COC(=O)c1sccc1NC(=O)Nc1ccc(C)cc1,14,nt,nt,nt,nt,19,nt,-27,nt,8
CC(C)c1ccc(N2C(=O)CSC23C(=O)N2CCCc4cccc3c42)cc1 (configuration not stated),4,nt,nt,nt,nt,19,5,0,-3,0
O=C(Nc1ccccc1)c1ccc(CSc2ccccn2)cc1,7,13,0.3,?,-102,16,15,-92,25,-2
Cc1nc2ccccc2cc1C(=O)NCc1ccccc1,nt,3,0.2,6,22,42,-7,nt,2,nt
Cc1ccccc1Oc1ncnc(N)c1[N+](=O)[O-],1,-3,-0.8,1,16,30,-1,-28,2,0
Cc1ccc(S(=O)(=O)Nc2cccc(-c3ccc(N4CCCCCC4)nn3)c2)cc1C,3,-2,1.9,7,-117,33,9,-36,-5,-2
Cc1ccc(C(=O)CNc2ccccc2C)cc1,-2,-18,0.3,-25,-20,10,-3,-67,-36,-2
COc1cc(C2C(C(=O)c3cccs3)=C(O)C(=O)N2CCN2CCOCC2)ccc1OCCC(C)C (configuration not stated),nt,-2,-0.5,-4,-24,26,-2,nt,-23,nt
O=C(COC(=O)/C=C/c1cccs1)Nc1cccc(S(=O)(=O)N2CCCC2)c1,-4,2,-0.1,13,10,16,-4,-8,5,-2
# Carrying on.
SMILES,HSP90 refold inh,HSF1 inh,HIF activator,HSF1 activator,aSyn UTR inh,AI-2 QS mod,SKKanGAS inh,KLF5 inhibitor,Platelet DG rel,IEC-6 cytotox
OCCOCCn1c(C(CO)Nc2nc(-c3ccccc3Br)cs2)nc2ccccc21 (configuration not stated),nt,9,0.4,-2,-3,-1,7,nt,0,nt
CC1(C)CC(C#N)(N2CCOCC2)CCO1 (configuration not stated),1,-13,0.3,-6,-4,12,0,-29,5,-1
CCCCN(C(=O)Cc1ccc(S(=O)(=O)N2CCOCC2)s1)c1ccccc1,nt,4,-0.5,8,-76,6,2,nt,-8,nt
O=C(CSc1ccc(-c2ccco2)nn1)N1CCCCC1,1,-1,0.2,3,-24,22,-4,-21,4,-3
CC(C)c1ccc(N2C(=O)CC(Sc3ncccn3)C2=O)cc1 (configuration not stated),-4,1,0.3,-13,-6,5,1,-27,-1,-2
CN(C)c1nc(N)nc(CSc2nc3cc(Cl)ccc3o2)n1,3,20,2.2,23,-126,2,-7,-14,12,-3
CCO[C@@H]1OC(C(=O)N2CCN(Cc3ccccc3)CC2)=C[C@H](c2csc3ccccc23)[C@H]1CCCO,3,3,-0.7,32,-1,17,14,-17,0,0
CCN1CCN(Cc2c(C(=O)N/N=C(\C)c3ccc(Cl)cc3)nnn2-c2nonc2N)CC1,-4,-1,-0.1,-1,-10,10,-3,-8,-2,-4
CCN1CCCC1CNC1=NCCCCC1 (configuration not stated),3,3,0.3,13,11,0,-8,5,7,1
